# TDP1 inh = qHTS Assay for Inhibitors of Tyrosyl-DNA Phosphodiesterase (TDP1) | Tyrosyl-DNA phosphodiesterase 1 (Homo sapiens), Q9NUW8 | recombinant TDP1, AlphaScreen DNA substrate cleavage | Potency, µM (titrated, usually from 130 µM), for inactives: top-dose activity change, negative = inhibition, hits mostly inhibitors | 0.28% of 350,000 active | AID 485290, 2010; note: nearly all actives have a fitted effect of over 40% in size
# Target sequence (Q9NUW8 whole entry, looked up): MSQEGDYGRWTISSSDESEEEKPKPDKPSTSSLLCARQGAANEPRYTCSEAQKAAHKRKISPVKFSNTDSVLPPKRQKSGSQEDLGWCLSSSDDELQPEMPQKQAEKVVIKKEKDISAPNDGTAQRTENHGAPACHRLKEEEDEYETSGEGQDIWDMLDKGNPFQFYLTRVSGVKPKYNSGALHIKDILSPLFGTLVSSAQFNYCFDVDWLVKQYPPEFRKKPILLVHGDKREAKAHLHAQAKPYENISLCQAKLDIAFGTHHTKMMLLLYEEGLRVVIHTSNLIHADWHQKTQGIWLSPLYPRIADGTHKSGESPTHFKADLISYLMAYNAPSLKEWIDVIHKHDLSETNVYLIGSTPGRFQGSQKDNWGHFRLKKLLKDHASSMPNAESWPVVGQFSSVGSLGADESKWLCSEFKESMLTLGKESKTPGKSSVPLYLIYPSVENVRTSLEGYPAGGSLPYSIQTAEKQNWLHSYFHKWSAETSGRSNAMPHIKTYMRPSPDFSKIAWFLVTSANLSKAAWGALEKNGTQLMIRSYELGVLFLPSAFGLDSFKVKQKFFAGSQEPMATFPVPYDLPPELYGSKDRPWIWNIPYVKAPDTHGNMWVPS
#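 Recombinant human Tdp1 (E. coli-expressed, 1 nM final) preincubated with compounds 15 min at room temperature, then 5'-biotin/3'-phosphotyrosine-FITC DNA substrate (15 nM final) added for 5 min. AlphaScreen beads (10 ug/ml final) added 10 min; cleavage lowers signal.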
# FEN1 inh = qHTS Assay for the Inhibitors of Human Flap endonuclease 1 (FEN1). P39748. Recombinant FEN1 flap cleavage, fluorescence, 15 min. Potency, µM (titrated, usually from 114 µM), for inactives: at the top dose activity change, negative = inhibition, hits mostly inhibitors. 0.35% of 390,000 active. AID 588795, 2011; note: nearly all actives have a fitted effect of over 65% in size
# Target sequence (P39748 whole entry, looked up): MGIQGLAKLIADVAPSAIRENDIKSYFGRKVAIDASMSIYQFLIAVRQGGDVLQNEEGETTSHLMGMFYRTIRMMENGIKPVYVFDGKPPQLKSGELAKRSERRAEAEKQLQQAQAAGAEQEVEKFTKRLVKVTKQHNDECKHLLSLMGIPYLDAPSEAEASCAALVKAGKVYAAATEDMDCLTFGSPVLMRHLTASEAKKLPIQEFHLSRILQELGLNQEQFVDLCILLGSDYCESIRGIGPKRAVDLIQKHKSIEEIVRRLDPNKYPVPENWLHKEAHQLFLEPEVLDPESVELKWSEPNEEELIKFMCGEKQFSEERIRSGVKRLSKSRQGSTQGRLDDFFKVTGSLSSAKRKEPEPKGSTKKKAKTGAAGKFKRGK
#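 FEN1 at 10 nM, compound pretreatment for 15 min (room temperature), 50 nM final substrate to initiate; endpoint reads at 0 and 15 min; DMSO-only plates used as vehicle background.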
# N370S GC = qHTS Assay for Inhibitors and Activators of N370S glucocerebrosidase as a Potential Chaperone Treatment of Gaucher Disease. AID 2101, 2009. N370S GC spleen homogenate, 4MU-glucoside fluorescence. 0.092% of 330,000 active. Potency, µM (series often up to 59.4 µM), without a hit: top-dose activity change, negative = inhibition, actives largely listed as inhibitors;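 note: 0% = full enzyme activity and -100% = no enzyme basal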
# An asterisk follows results filed as active; ? = inconclusive; · = not tested or not shown; & = joins results of further samples; [ ] = another dose, or the depositor's remark. Calls come from the whole dose curve; as a rule, active = well fitted curve in the direction sought with a large enough effect; inconclusive = small, poorly fitted or top-dose-only effect, or another doubt; inactive = no such curve, though single readings can be large; an effect the other way counts as inactive or inconclusive. Unless noted, % is set by controls: 0 for no effect and ±100 for the full control effect; potency is the fitted concentration of half-maximal effect. Rows were taken by chance. Share with any hit: about 0.53%.
FEN1 inh	TDP1 inh	structure	N370S GC
19.5%	5.4%	Cc1nc2ccc(S(=O)(=O)NC(C(=O)NCc3ccco3)C(C)C)cc2s1 (stereo not drawn)	-3.8%
-5.0%	1.6%	CC/C(=N\NC(=O)c1cc(C2CC2)[nH]n1)c1ccccc1	-1.8%
15.1%	0.0%	CO/N=C(/CNC(=O)c1ccccc1Cl)c1ccc(Cl)cc1	3.6%
37.2%[activator]	-2.4%	COc1cccc(/C=C/C2=CC(C)(C)NC(=S)N2)c1	0.1%
2.0%	-4.2%	Cc1nn(-c2ccccc2)c2nc(C3CC3)cc(C(=O)Nc3ccc(F)cc3)c12	·
-13.9%	-2.0%	COc1ccc(S(=O)(=O)NCc2ccncc2)cc1NC(=O)c1ccccc1F	·
-1.3%	0.0%	Cc1cc2n(n1)SC(Nc1cc(Cl)ccc1Cl)N2 (stereo not drawn)	6.2%
-8.8%	-5.3%	Cn1cnc([N+](=O)[O-])c1S(=O)(=O)c1ccc(Cl)cc1	-2.7%
20.0%	1.8%	CCc1ccc(OCC(=O)Nc2nnc(C3CCCC3)s2)cc1	0.6%
-17.8%	8.6%	CSCCC1NC(=O)N(CC(=O)Nc2ccc(Br)cc2Br)C1=O (stereo not drawn)	0.8%
-12.7%	-6.8%	CCOc1ccc(CCNC(=O)c2cc3c(s2)-c2ccccc2OC3)cc1OCC	·
-9.9%	6.6%	Cc1cc(=O)n2nc(N3CCCC(C(=O)NCCc4ccccc4)C3)sc2n1 (stereo not drawn)	3.4%
11.1%	·	CC(=O)c1cnc2nc(SCc3cccc(C)c3)nn2c1C	-5.9%
-31.6%	-11.0%	Cc1ccc(C(=O)N/C(=C/c2ccco2)C(=O)Nc2cccc(C(=O)O)c2)cc1	-9.4%
-14.8%	3.9%	COc1cc(OC)cc(-c2c(-c3cccs3)c3cc(-c4cc(OC)c(OC)c(OC)c4)ccc3n2C)c1	·
-3.5%	4.9%	OCCN1CCN(C(=S)Nc2ccc(Oc3ccccc3)cc2)CC1	-24.2%
0.4%	0.0%	O=C(CSc1n[nH]c(=O)n1C1CC1)NCc1ccccc1Cl	8.3%
11.7%	10.9%[56.1 µM]	CN(C)CCC=C1c2ccccc2C=Cc2ccccc21	-21.2%
2.3%	5.7%	COc1ccccc1OCC(=O)NCC(c1ccc(Cl)cc1)N1CCOCC1 (stereo not drawn)	·
6.3%	2.5%	CCCN1CCC(N2CCCC(C(=O)O)C2)CC1 (stereo not drawn)	13.2%
-2.1%	5.1%	O=S(=O)(NCC(c1ccccc1)N1CCc2ccccc21)c1ccc(Cl)cc1 (stereo not drawn)	·
6.4%	7.1%	COC(=O)c1sccc1S(=O)(=O)N(CC(=O)Nc1ccc(C)cc1)c1ccccc1	·
-2.8%	8.6%	CC(C)(CC(=O)O)CC(=O)Nc1ccccc1Oc1ccccc1	4.8%
6.1%	-6.3%	O=C(c1ccccc1)n1ccc2ccccc21	-3.4%
-12.5%	9.3%	COc1ccc(OCC(=O)Nc2ccc(S(=O)(=O)N3CCOCC3)cc2)cc1	3.2%

# Some of the entries above in a different format.
# The line under a structure holds: FEN1 inh	TDP1 inh	N370S GC
CN(C)CCC=C1c2ccccc2C=Cc2ccccc21
 : 11.7%	10.9%[56.1 µM]	-21.2%
CC(C)(CC(=O)O)CC(=O)Nc1ccccc1Oc1ccccc1
 : -2.8%	8.6%	4.8%
COc1cc(OC)cc(-c2c(-c3cccs3)c3cc(-c4cc(OC)c(OC)c(OC)c4)ccc3n2C)c1
 : -14.8%	3.9%	·

# Retrieved one by one from above (4):
FEN1 inh	TDP1 inh	structure	N370S GC
20.0%	1.8%	CCc1ccc(OCC(=O)Nc2nnc(C3CCCC3)s2)cc1	0.6%
6.4%	7.1%	COC(=O)c1sccc1S(=O)(=O)N(CC(=O)Nc1ccc(C)cc1)c1ccccc1	·
-13.9%	-2.0%	COc1ccc(S(=O)(=O)NCc2ccncc2)cc1NC(=O)c1ccccc1F	·
-9.9%	6.6%	Cc1cc(=O)n2nc(N3CCCC(C(=O)NCCc4ccccc4)C3)sc2n1 (stereo not drawn)	3.4%

# (list continues)
FEN1 inh	TDP1 inh	structure	N370S GC
3.0%	·	O=C(CSc1ccc(-c2ccc(-n3cccn3)cc2)nn1)Nc1ccccc1F	-7.2%
-13.0%	3.6%	Oc1ccccc1-c1cc(C(F)(F)F)nc(-c2ccccc2)n1	3.3%
1.0%	3.5%	Cc1c(C(=O)NCc2nnc(-c3ccccc3)o2)oc2c(F)cccc12	29.9%
-22.7%	0.4%	CCN(c1cccc(C)c1)S(=O)(=O)c1ccc2c(c1)CCCN2C(C)=O	-1.8%
9.6%	0.0%	O=C(Nc1nnc(Cc2ccc([N+](=O)[O-])cc2)s1)c1ccc2c(c1)OCO2	6.9%
4.6%	3.8%	C#CCOCCOCCOCCNc1nc(N2CCN(C(=O)[C@H](CCC(=O)O)n3cc(C(N)Cc4ccc(O)cc4)nn3)CC2)nc(N2CCN(C(=O)[C@H](CCC(=O)O)n3cc(C(N)Cc4ccc(O)cc4)nn3)CC2)n1 (stereo partly drawn)	0.1%
-11.2%	-1.0%	Cc1ccccc1-c1noc(-c2ccc(O)cc2)n1	2.5%
9.3%	3.6%[56.1 µM]	CCOc1ccc(-c2nnn(CC(=O)NCc3ccc4c(c3)OCO4)n2)cc1	4.2%
-4.1%	-1.9%	CC12CCC(C(=O)Nc3cccc(Cl)c3)(C(Br)C1=O)C2(C)C (stereo not drawn)	-7.8%
1.0%	1.1%	COC(=O)CN1C(=O)N/C(=C/c2cc(Cl)c(OC)c(OC)c2)C1=O	-18.2%
-16.7%	·	COc1ccc(NC(=O)CSc2nc(N)c(NC(=O)c3cccs3)c(=O)[nH]2)cc1	-2.7%
-17.9%	2.2%	Cc1cccc(-n2ncc3c(NCc4ccc5c(c4)OCO5)ncnc32)c1	25.2%
-3.7%	·	Cc1ccccc1C(=O)Nc1c(C)[nH]c(=O)[nH]c1=O	1.5%
-11.9%	0.0%	COc1ccc(NC(=O)c2cnn(-c3ccc(C)cc3)c2-n2cccc2)cc1Cl	·
6.9%	7.8%	Cc1ccc(-c2nc3cnccn3c2Nc2ccc3c(c2)OCCO3)o1	-12.5%
-2.8%	0.2%	Cc1ccc([C@@H]2CC=C(C(=O)O)[C@H](c3ccc(Br)cc3)N2S(=O)(=O)c2ccc(C)cc2)cc1	·
-9.7%	4.0%	CC(Oc1ccc(Cl)cc1)C(=O)NCCCn1ccnc1 (stereo not drawn)	-3.7%
-1.5%	-9.3%	Fc1cccc(CSc2nc(NCCc3ccccc3)c3ccccc3n2)c1	·
6.4%	·	C(=C\c1ccccc1)/CN1CCN(Cc2ccc3c(c2)OCO3)CC1	-6.7%
-5.1%	1.9%	C1CCC(NC2=NCCC2)CC1	1.0%
11.4%	1.1%	CC(=O)N1CCCc2cc(S(=O)(=O)N3CCN(c4ccc(F)cc4)CC3)ccc21	·
5.0%	-2.1%	CC1(C)CC(=O)C(C2(O)C(=O)N(Cc3ccccc3)c3ccccc32)CO1 (stereo not drawn)	3.9%
30.3%	2.5%	OCc1ccccc1	6.7%
2.1%	2.8%	Cc1ccc(CCN2CC(C(=O)NC3CCCCC3)CC2=O)cc1 (stereo not drawn)	-8.9%
-0.9%	·	CCS(=O)(=O)C(C)(CCl)C(=O)Nc1ccc(C(=O)OC)cc1 (stereo not drawn)	-0.2%

# Results in N370S GC and TDP1 inh (three entries from above):
SMILES | N370S GC | TDP1 inh
COc1ccc(S(=O)(=O)NCc2ccncc2)cc1NC(=O)c1ccccc1F | · | -2.0%
Cc1cc(=O)n2nc(N3CCCC(C(=O)NCCc4ccccc4)C3)sc2n1 (stereo not drawn) | 3.4% | 6.6%
Cc1cc2n(n1)SC(Nc1cc(Cl)ccc1Cl)N2 (stereo not drawn) | 6.2% | 0.0%

# (more compounds)
FEN1 inh	TDP1 inh	structure	N370S GC
0.2%	0.0%	O=C1c2cccnc2C(=O)N1Cc1ccc(Cl)cc1	5.9%
3.0%	·	O=S(=O)(Nc1ccccn1)c1cc(Cl)ccc1Cl	-15.3%
-8.5%	1.0%	O=C(O)c1cc2ccccc2c(=O)s1	·
-4.4%	3.6%	CCCN1CCN(C(=O)c2oc3ccccc3c2NC(=O)COc2ccc(OC)cc2)CC1	0.5%
-10.5%	2.9%	COc1cccc(NS(=O)(=O)c2ccc3[nH]cc(C(=O)NCCCOC(C)C)c(=O)c3c2)c1	3.9%
4.2%	-2.0%	CC(C)n1nnnc1SCC(=O)NNC(=O)C1CCCCC1	8.8%
-5.0%	6.2%	COC(=O)/C(C#N)=C/c1c[nH]c2ccccc12	-1.9%
-4.2%	2.1%	CCCOc1ccc(NC(=O)CC2C(=O)N(CC)C(=S)N2Cc2cccs2)cc1 (stereo not drawn)	9.9%
0.0%	9.9%	O=C(NCc1ccco1)C12CN(Cc3ccccc3)CC1C(c1cccc([N+](=O)[O-])c1)=NO2 (stereo not drawn)	-0.6%
16.3%	0.0%	Cc1ccc(NC(=O)NCCOCCn2c(=O)oc3ccccc32)cc1F	·
-11.5%	6.0%	O=C(NC(=S)N1CCN(c2nc(-c3ccccc3)cs2)CC1)c1cncc(Br)c1	-8.0%
28.2µM*	8.2%	CC(C)(C)/C(O)=C/c1nc2cc(Cl)ccc2oc1=O	-8.9%
1.7%	2.7%	CC(C)NC(=S)N/N=C/c1ccc2c(c1)OCCO2	7.8%
·	4.8%[21 µM]	C#CCCCO/N=C1/C[C@@H](O)[C@@H](O)[C@@H]2[C@H]3C(=O)N(c4ccc(F)cc4F)C(=O)[C@@H]3CC[C@H]12	5.6%[12.8 µM]
-3.1%	1.0%	COc1ccc(Cl)cc1NC(=O)c1ocnc1C	-11.2%
0.7%	5.4%	CCc1ccc(C(=O)NNC(=S)Nc2ccc(S(N)(=O)=O)cc2)s1	-13.2%
-14.7%	·	N#Cc1cnc2cc(-c3ccccc3)nn2c1N	3.5%
-10.6%	-4.4%	O=C(CC(SCCO)c1ccc(F)cc1)c1ccco1 (stereo not drawn)	9.9%
-5.0%	1.0%	CCOc1ccc(-n2c(SCC(=O)Nc3ccc4c(c3)OCCO4)nc3c(c2=O)SCC3)cc1	-0.2%
3.2%&18.4%&-2.0%	·	O=C1CCN(Cc2ccccc2)CCN1[C@H](CO)Cc1ccccc1	-0.3%
8.8%	-5.1%	O=C(O)CCC(=O)Nc1cccc2cccnc12	3.2%
9.6%	9.7%	CCn1c(=O)n(CC)c2cc(N3CCCCC3)c(NC(=O)Nc3cc(Cl)ccc3OC)cc21	·
·	1.2%	CC(N)=NCCC[C@H](N)C(=O)O	-6.7%
-2.7%	6.7%	CCOc1ccc(S(=O)(=O)N2CCN(c3ccccc3)CC2)c2cccnc12	-23.7%
-2.0%	4.7%	CCOC(=O)CON1C(=O)c2ccccc2C1=O	2.1%
·	8.9%	CCC(=O)NC[C@H](Cc1ccc(OCCc2nc(-c3ccccc3)oc2C)cc1)N/C(C)=C\C(=O)c1ccc(C(F)(F)F)cc1	-13.3%
-13.5%	-2.7%	CCOC(=O)C(NC(C)=O)(Nc1ccc(S(N)(=O)=O)cc1)C(F)(F)F (stereo not drawn)	7.5%
-22.4%	2.8%	CCOc1ccccc1C(=O)Nc1cc(Cl)ccc1O	1.1%
-10.5%	3.5%	Cc1ccc(-c2c(C(=O)N/N=C/c3ccc(C)o3)nnn2-c2nonc2N)cc1	-0.7%
-3.7%	3.2%	O=C(NCc1cccnc1)c1ccccc1NS(=O)(=O)c1ccc(Br)cc1	·
-4.1%	·	Cc1ccc(C(C)NC(=O)c2ccc3c(c2)OCCO3)cc1C (stereo not drawn)	0.0%
-0.1%	-5.8%	Cc1cc(NC(=O)COc2ccccc2)ccc1Cl	?
0.2%	0.0%	Cn1c(NC(=O)COc2ccccc2)cc(=O)n(C)c1=O	-5.9%
13.3%	0.0%	NS(=O)(=O)c1ccc(NC(=O)Cc2c(F)cccc2Cl)cc1	-0.8%
?	11.9%	O=c1c2ccccc2sn1-c1ccccc1	-6.2%
-21.1%	13.0%	COc1cc2c(cc1OC)C(COc1ccc(C(C)C)cc1)N(C(=O)COc1ccccc1)CC2 (stereo not drawn)	·
1.6%	2.1%	Cc1nc(/N=C\N(C)C)sc1C(=O)Nc1ccccc1	-4.7%
·	10.7%[56.1 µM]	CC1=C(/C=C/C(C)=C/C=C/C(C)=C/C=C/C=C(C)/C=C/C=C(C)/C=C/C(=O)[C@]2(C)CC(O)CC2(C)C)C(C)(C)CC(O)C1 (stereo partly drawn)	-11.2%
4.5%	-3.1%	Cc1ccc(SC(C)c2nc(-c3ccncc3)no2)cc1 (stereo not drawn)	8.1%
-7.0%	6.2%	N#CCC(=O)Nn1c(=S)[nH]c2ccccc2c1=O	5.8%
22.4%	-1.3%	C/C(CC(=O)Nc1ccccc1)=N\NC(=O)COc1ccc(C)cc1Br	-12.4%
-8.7%	-1.2%	CCOc1ccc(Cl)cc1S(=O)(=O)N1CCC(C(=O)NCc2ccncc2)CC1	-10.4%
-12.5%	·	FC(F)(F)c1ccccc1-n1c(-c2ccco2)n[nH]c1=S	1.6%
